From PubChem BioAssay
GPR55 antagonists: inhibition of LPI-stimulated GPR55 beta-arrestin translocation – imaging, U2OS, beta-arrestin-GFP, LPI agonist, primary screen (AID 2013); U2OS GPR55 beta-arrestin-GFP translocation imaging, LPI antagonism; higher % means a stronger effect; inhibition, % at 10 µM; hits with a dose series show IC50 in µM; 290,000 compounds, 0.13% hits;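 active means spots per cell inhibited over 60%, with over 100 cells counted and total cytoplasm intensity under 500,000; inconclusive means wells with under 100 cells, flagged as likely toxic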;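 further: U2OS cells stably carrying GPR55 and arrestin-GFP stimulated by 5 µM LPI near EC80; imaged beta-arrestin-GFP aggregate spots per cell after agonist stimulation; plate controls were LPI-stimulated DMSO wells for no effect and DMSO wells without LPI for full effect; some results filed as inactive read as strong as hits; confirmed hits need IC50 under 10 µM and bright autofluorescent wells are also inconclusive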
GPR35 arrestin U2OS: inhibition of zaprinast-stimulated GPR35 beta-arrestin translocation – imaging, U2OS, beta-arrestin-GFP, zaprinast agonist, primary screen (AID 2058) | U2OS GPR35 beta-arrestin-GFP translocation imaging, zaprinast antagonism; higher % means a stronger effect | one-dose inhibition, % at 10 µM; IC50 in µM for titrated hits | 290,000 compounds, 0.052% hits;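 active means inhibition of at least 50% with at least 30 cells and total cytoplasm GFP at most 10,000,000; inconclusive means under 30 cells or total GFP of 10,000,000 plus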
KOR beta-arrestin-1: KOR agonists, beta-arrestin recruitment, primary screen, cell-based, luminescence, uHTS (AID 1777) | KOR beta-arrestin recruitment, luminescence; higher % means a stronger effect | one-dose activation, % at 10 µM; EC50 in µM for titrated hits | 280,000 compounds, 0.02% hits; in the data active means activation above about 50%, passing the limit was not always enough; further: a part of the inactive calls stands beside numbers as strong as those of hits
NOD1 NF-kB reporter: NOD1 signaling inhibitors, primary screen, cell-based, luminescence, uHTS (AID 1578) | 290,000 compounds, 1% hits | NOD1-driven NF-kB luciferase reporter cells, luminescence; higher % means a stronger effect | one-dose inhibition, % at 4 µM; EC50 in µM for titrated hits; in the data active means inhibition mostly above about 36%, no sharp cut-off; inactive means mostly below about 34%;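 further: HEK-293T reporter cells stimulated with the NOD1 agonist gamma-tri-DAP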
KOR beta-arrestin-2: KOR antagonists, beta-arrestin recruitment, cell-based, luminescence, uHTS (AID 1778); inhibition, % at 10 µM; hits with a dose series show IC50 in µM; 290,000 compounds, 0.091% hits; KOR beta-arrestin recruitment, luminescence, antagonist mode; higher % means a stronger effect; further: strong numbers were not always called active
HEK293 NOD2/NF-kB: NOD2 signaling inhibitors, cell-based, luminescence, uHTS, HEK293 (AID 1566) | inhibition, % at 4 µM; hits with a dose series show EC50 in µM | HEK293 NOD2/NF-kB luciferase reporter, luminescence; higher % means a stronger effect | 290,000 compounds, 0.63% hits; further: many of its hits are not listed in these tables
Myeloid diff 2: compounds promoting myeloid differentiation. calls only at 10 µM. ER-HoxA9 myeloid progenitors, lysozyme-GFP differentiation, flow cytometry. 360,000 compounds, 1% hits;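 active means normalized GFP-positive differentiation at or above the plate's own cutoff, the solvent-only control mean plus 3 SD; inconclusive means no clear call, values can overlap the other calls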;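 further: cells exposed to compound for four days before flow analysis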
GPR55 activation: selective activators of receptor GPR55 – imaging, U2OS cells, beta-arrestin-GFP redistribution, primary screen (AID 1961) | U2OS GPR55 beta-arrestin-GFP redistribution imaging; higher % means a stronger effect | activation, % at 10 µM, or EC50 in µM where a hit was titrated | 290,000 compounds, 0.048% hits;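 active means activation above 40% with more than 50 cells counted in the well; inconclusive means wells holding fewer than 50 cells, flagged as toxic or sparse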;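 further: U2OS osteosarcoma cells stably expressing GPR55 and beta-arrestin-GFP; plate controls were DMSO negative control for no effect and LPI positive control for full effect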
HIV fusion peptide: cell-free HIV fusion peptide-binding blockers – biochemical, uHTS, fluorescence dequenching, primary screen (AID 1986). one-dose inhibition, % at 20 µM; IC50 in µM for titrated hits. cell-free peptide binding, fluorescence dequenching, 30 min; higher % means a stronger effect. 290,000 compounds, 0.3% hits; in the data active means inhibition mostly above about 52%, no sharp cut-off; inactive means mostly below about 76%; further: some results filed as inactive read as strong as hits
Myeloid diff 2 GFP+ MAC1+ %: recorded beside Myeloid diff 2, whose call it bears; GFP+ MAC1+ double positive, %; measured here: differentiation confirmed by MAC1 staining
Numbers without * were called inactive; i = inactive; ? = inconclusive; · = not tested or not shown; + = active, no number; [ ] = another dose, or the depositor's remark. Unless noted, no stated cut-off is given here; in the data, active means inhibition above about 50%; inactive means the rest. Not all compounds are listed; count on the stated rates, not on these rows.

SMILES | GPR55 antagonists | GPR35 arrestin U2OS | KOR beta-arrestin-1 | NOD1 NF-kB reporter | KOR beta-arrestin-2 | HEK293 NOD2/NF-kB | Myeloid diff 2 | Myeloid diff 2 GFP+ MAC1+ % | GPR55 activation | HIV fusion peptide
O=C1CSC(c2ccccc2F)N1c1ccccc1F (centres undefined) | 10% | -23% | -4.6% | -1% | 15% | 2% | i | 0.7 | 0.0% | -0.9%
CCOC(=O)c1cnc2sccn2c1=O | 7% | 8% | 0.8% | -15% | -6% | -32% | i | 2.6 | 0.0% | -0.4%
CCOc1ccc(N2C(=O)CC(NC3CCCCNC3=O)C2=O)cc1 (centres undefined) | 3% | 17% | -2.2% | -35% | -30% | 6% | i | 0.5 | 1.1% | -0.3%
CC(=O)Nc1cc2c3c(c1)CC(=O)N3CCC2 | 3% | 19% | 3.0% | -16% | -42% | 4% | i | 3.6 | 0.1% | -1.0%
COC(=O)c1ccc(C(NC(=O)c2cccnc2)NC(=O)c2cccnc2)cc1 | -2% | 14% | 5.3% | -34% | -22% | 8% | i | 0.1 | -0.2% | 0.1%
COc1ccc(NC(=O)COc2ccc(C(=O)NC3CCCc4ccccc43)cc2OC)cc1 (centres undefined) | -9% | 1% | 41% | 42% | -46% | 3% | i | 0.1 | -0.2% | -0.4%
Cc1ccc(NC2OC(CO)C(O)C2O)cc1[N+](=O)[O-] (centres undefined) | 3% | 4% | 2.0% | -18% | 10% | 18% | i | 1.5 | 0.2% | -0.9%
CCCCC(c1nnnn1CS(=O)(=O)c1ccc(C)cc1)N1CCN(C)CC1 (centres undefined) | 0% | 20% | · | -6% | -23%[20 µM] | 18% | i | 0.3 | 0.2% | -0.7%
N#CCC(=O)N/N=C/c1cc([N+](=O)[O-])ccc1N1CCOCC1 | 4% | -17% | -0.5% | -41% | -12% | -7% | i | 0.1 | -0.4% | -0.5%
O=C(c1cccc(F)c1)N1CCN(S(=O)(=O)c2ccccc2)CC1 | 4% | 15% | -4.9% | -19% | 26% | 6% | i | 0.6 | -0.2% | 2.3%
CNC(=O)Nc1ccc(C2SCCS2)cc1 | 6% | -12% | 0.4% | -4% | 19% | 21% | i | 0.2 | -0.3% | -1.7%
CCCn1nc(C(=O)NNC(=O)CCCOc2ccc(C)cc2)c2ccccc2c1=O | 12% | -2% | 16% | -10% | 11% | 1% | i | 0.4 | 0.3% | 1.2%
NS(=O)(=O)c1ccc(Nc2nc(-c3cccc([N+](=O)[O-])c3)cs2)cc1 | 8% | -7% | 9.9% | 21% | -66% | -1% | i | 0.3 | 0.8% | -4.6%
CN(Cc1ccccc1)C(=O)C1CCN(S(=O)(=O)c2cc([N+](=O)[O-])ccc2Cl)CC1 | 1% | 1% | -3.8% | -12% | -2% | 9% | i | 0.7 | 0.6% | -0.6%
Cc1nc(C(=O)N(C)C)nn1-c1cc(Cl)ccc1Cl | -4% | -3% | -3.6% | -24% | -2% | 10% | i | 1.5 | -0.2% | 1.0%
COc1ccccc1OCCn1cc(C=O)c2ccccc21 | -2% | 10% | 3.8% | 28% | -15% | 4% | i | 0.3 | -0.2% | 1.9%
Cc1ccc(NC(=O)CCn2c(=O)[nH]c3ccsc3c2=O)cc1C | 0% | -8% | -3.4% | -36% | 9% | 3% | i | 1.2 | 0.3% | 2.4%
O=C(CSc1nnnn1-c1ccccc1)CSc1nnnn1-c1ccccc1 | 12% | 8% | -2.4% | 9% | 16% | 3% | i | 0.9 | 0.1% | -0.9%
CC1=NN(C(N)=S)C(=O)C1N=Nc1cccc(Cl)c1 (centres undefined) | 6% | 1% | -2.4% | -8% | 3% | -38% | i | 0.5 | -0.1% | 0.9%
Cc1ccc(NC(=O)c2cccc3c2C(=O)N(C2CCCCC2)C3)c(Cl)c1 | 15% | -15% | -1.5% | -62% | -6% | 12% | i | 2.4 | -0.1% | 1.5%

An excerpt from above, limited to HEK293 NOD2/NF-kB and NOD1 NF-kB reporter.
SMILES	HEK293 NOD2/NF-kB	NOD1 NF-kB reporter
COC(=O)c1ccc(C(NC(=O)c2cccnc2)NC(=O)c2cccnc2)cc1	8%	-34%
COc1ccc(NC(=O)COc2ccc(C(=O)NC3CCCc4ccccc43)cc2OC)cc1 (centres undefined)	3%	42%

Next structures.
SMILES | GPR55 antagonists | GPR35 arrestin U2OS | KOR beta-arrestin-1 | NOD1 NF-kB reporter | KOR beta-arrestin-2 | HEK293 NOD2/NF-kB | Myeloid diff 2 | Myeloid diff 2 GFP+ MAC1+ % | GPR55 activation | HIV fusion peptide
O=C1c2ccccc2C(=O)N1CCCOCc1c[nH]c(=O)[nH]c1=O | 15% | 4% | -0.4% | 5% | 21% | 4% | i | 0.6 | 0.3% | -1.3%
COCCN(C(=O)CNC(=O)c1cccs1)C(C(=O)NC1CCCCC1)c1ccco1 (centres undefined) | 3% | -8% | -0.1% | -32% | 1% | -12% | i | 0.9 | -0.3% | 1.1%
O=C(CCS(=O)(=O)c1cccc2nonc12)N1CCN(c2ccc(F)cc2)CC1 | 5% | -6% | -0.9% | -18% | -3% | 2% | i | 1.1 | -0.2% | 0.6%
COc1ccc(C(=O)Cn2cnc3ccccc3c2=O)c(OC)c1 | 5% | 0% | 4.1% | -46% | 0% | -1% | i | 0.5 | 0.0% | 0.4%
COc1ccc(C)cc1NCc1ccc([N+](=O)[O-])cc1 | -12% | -18% | -3.5% | -11% | -14%[20 µM] | -4% | i | 0.3 | -0.3% | -1.8%
CCN(CC)CCCNC(=O)c1cn(CCOC)c(=O)c2c1c1ccccc1n2C | 2% | 3% | 6.2% | -20% | -2% | 10% | i | 1.6 | 0.5% | -2.4%
O=P(CO)(Cc1ccccc1)Cc1ccccc1 | 4% | -1% | 1.0% | 9% | -16% | 12% | i | 1.1 | -0.3% | 0.1%
CCc1nc2ccc(C(=O)NCc3ccco3)cc2nc1CC | -29% | -1% | -3.1% | -14% | 13% | 21% | i | 2.4 | -0.1% | 1.3%
Cc1nnc(NC(=O)c2c(F)cccc2F)s1 | -6% | -5% | -3.0% | 13% | 7% | 7% | i | 1.2 | 0.3% | 0.4%
COc1ccc(CC(=O)Nc2sc(Cc3ccccc3)c(C)c2C(N)=O)cc1 | 24% | 14% | -1.0% | 5% | 20% | 18% | i | 7.7 | -0.1% | 1.0%
CCOCCCNC(=O)C(NC(=O)Cc1c[nH]c2ccccc12)c1ccccc1 (centres undefined) | -1% | 1% | -0.2% | -39% | 22% | 8% | i | 0.6 | 0.4% | -0.1%
CCOc1ccc(Cl)cc1S(=O)(=O)N1CCC(C(=O)NCc2ccncc2)CC1 | -7% | -6% | 2.0% | -21% | -7% | -18% | i | 0.5 | 0.3% | 0.1%
COc1ccc(-c2nc(N)nc(C)c2Oc2ccccc2Br)c(O)c1 | 75% | -1% | -2.7% | 50% | 9% | -11% | i | 0.5 | -0.1% | 4.2%
COCCNC(=O)CN(c1cccc(OC)c1)S(=O)(=O)c1ccc(C)cc1 | 6% | 9% | 2.2% | -12% | 0% | -7% | i | 0.9 | 0.0% | -1.5%
CN1CCN(C(=O)CN(CCc2ccccc2)S(C)(=O)=O)CC1 | 3% | 12% | -2.5% | -12% | 4% | 14% | i | 12 | -0.1% | -0.3%
Cc1ccc2nc(NC(=O)CCCC(=O)O)sc2c1 | 0% | -6% | -7.9% | 42% | -7% | 55%* | i | 0.4 | -0.1% | 0.0%
CCOC(=O)COc1cccc2c(=O)n(CC(=O)NCc3ccc4c(c3)OCO4)ccc12 | 5% | 12% | -3.0% | -4% | -124% | 6% | ? | · | -0.4% | 3.9%
O=CN(c1ccccc1)c1ccc2ccccc2c1 | -4% | -10% | -10% | -29% | -2%[20 µM] | -3% | i | 0.6 | 0.2% | 0.3%
Cn1ccc(NC(=O)Nc2ccc(Cl)cc2Cl)n1 | 16% | 9% | 12% | -30% | 12% | -66% | i | 3.2 | 0.6% | -0.6%
CCC(C)N(NC(C)=O)c1nc(Cl)nc(NC(C)(C)C)n1 (centres undefined) | -3% | -7% | -0.8% | -6% | 19% | 0% | i | 1.0 | -0.1% | 1.5%
O=C(O)/C=C/C(=O)N1CCN(S(=O)(=O)c2cccc(C(F)(F)F)c2)CC1 | 6% | 0% | -5.8% | -37% | -30% | 15% | i | 0.1 | -0.1% | 2.2%
COn1c(SC(C)C)nc2ccccc2c1=O | 10% | 7% | -2.6% | 3% | 28% | 10% | i | 0.5 | 0.3% | 0.0%
CCCCN(C)Cc1c(C)[nH]c2ccc(C)cc2c1=O | 9% | -8% | 2.4% | -4% | 12% | 19% | i | 3.2 | 0.1% | 1.2%
Cc1ccc(-n2c(SCC(=O)NNC(=S)Nc3ccccc3)nc3ccccc3c2=O)cc1 | 8% | 13% | 6.1% | 12% | 4% | -4% | i | 0.6 | 0.6% | -0.8%
Clc1ccc(OCCCn2cncn2)cc1Cl | 6% | 7% | -2.3% | 1% | -50% | -11% | i | 1.0 | -0.1% | 1.5%
CCCCC1=CC2=CC(=O)C(C)(OC(=O)CC)C(=O)C2=CN1CCCCO (centres undefined) | -16% | 3% | -2.7% | 5% | 12% | -4% | i | 0.3 | -0.1% | 2.5%
CC1CCCCN1c1nc(-c2ccncc2)nc2ccccc12 (centres undefined) | 21% | 2% | 2.2% | · | -16% | -84% | + | 1.1* | -0.1% | -1.9%
Cc1ccc(NC(=O)CSc2nnnn2C)cc1S(=O)(=O)N(C)C | 9% | 15% | 5.0% | 0% | 24% | 24% | i | 0.8 | -0.2% | -0.6%
O=C(COC(=O)c1ccccn1)Nc1cccc(Cl)c1 | -3% | 0% | 0.3% | 10% | 12% | 12% | i | 1.7 | -0.1% | -1.0%
CC(C)(C)C(C(=O)O)N1CCS(=O)(=O)CC1 (centres undefined) | -2% | 1% | 0.6% | -45% | -6% | 8% | i | 0.1 | 0.1% | 1.9%
O=C(Oc1ccc(Cl)c2cccnc12)c1cccnc1 | 8% | 3% | -1.4% | 17% | 13% | 0% | i | 0.0 | -0.1% | -1.0%
CSc1ccn(CCC(=O)O)c(=O)n1 | 5% | -12% | -0.6% | -8% | 4% | 10% | i | 1.6 | -0.1% | 1.1%
Cn1c(N2CCN(C(=O)Nc3ccc(F)cc3)CC2)nc2ccccc21 | 5% | -5% | 1.5% | -42% | -37% | -7% | i | 0.8 | -0.2% | 0.8%
COc1ccc(NC(=O)Cn2c(=O)oc3ccccc32)cc1 | 5% | 3% | · | -3% | 12% | 4% | i | 0.4 | -0.1% | -0.3%
CCN(CC)S(=O)(=O)c1ccc(NC(=O)c2ccc(Sc3nncn3C)c([N+](=O)[O-])c2)cc1 | -1% | -4% | -2.3% | 16% | 25% | 24% | i | 0.6 | -0.2% | 0.0%
